KCNQ2 inh = KCNQ2 potassium channel inhibitors, primary screen, cell-based, CHO-K1, FluxOR thallium flux, B-score (AID 2156). 20 min; hits give low values. B-score at 10 µM. O88943. 310,000 tested, 1.1% active;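 active means fluorescence ratio B-score at most minus 3 library SDs, with starting brightness B-score within 2 library SDs, cut at about -5.5 in these data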
Target sequence (O88943 whole entry, looked up): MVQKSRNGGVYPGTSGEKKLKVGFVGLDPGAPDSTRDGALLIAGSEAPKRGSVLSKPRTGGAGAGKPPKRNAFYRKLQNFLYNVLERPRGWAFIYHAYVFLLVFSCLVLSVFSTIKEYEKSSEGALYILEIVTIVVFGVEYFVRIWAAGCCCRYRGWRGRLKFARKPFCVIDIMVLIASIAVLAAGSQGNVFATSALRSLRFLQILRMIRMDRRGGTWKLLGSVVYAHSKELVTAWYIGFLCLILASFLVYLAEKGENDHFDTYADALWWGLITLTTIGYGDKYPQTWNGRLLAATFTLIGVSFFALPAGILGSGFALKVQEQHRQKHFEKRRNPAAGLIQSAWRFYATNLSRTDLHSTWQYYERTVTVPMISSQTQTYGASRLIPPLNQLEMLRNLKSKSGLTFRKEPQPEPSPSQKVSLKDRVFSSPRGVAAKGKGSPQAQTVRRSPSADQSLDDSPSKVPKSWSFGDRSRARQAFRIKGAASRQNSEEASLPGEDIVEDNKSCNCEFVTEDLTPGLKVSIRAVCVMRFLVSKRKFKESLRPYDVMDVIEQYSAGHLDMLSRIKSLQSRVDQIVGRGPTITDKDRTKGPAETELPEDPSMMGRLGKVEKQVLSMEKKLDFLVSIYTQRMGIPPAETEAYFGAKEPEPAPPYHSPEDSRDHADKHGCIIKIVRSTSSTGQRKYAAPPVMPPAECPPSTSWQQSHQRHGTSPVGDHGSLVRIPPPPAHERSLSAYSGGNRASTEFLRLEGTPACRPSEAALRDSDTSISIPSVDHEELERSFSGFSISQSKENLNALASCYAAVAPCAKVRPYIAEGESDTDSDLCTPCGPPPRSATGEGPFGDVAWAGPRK
Kir21 inh = blocks the mouse Kir2.1 inward-rectifier potassium channel. HEK293-Kir2.1, FluxOR thallium flux fluorescence; hits give low values. B-score at 10 µM. 310,000 tested, 0.85% active. AID 1672;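 active means fluorescence ratio B-score at or below minus 3 SD of library scores, with starting-brightness B-score within 2 SD, cut at about -4.2 in these data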;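 further: channel flux triggered by added potassium and thallium sulfate stimulus; B-score of peak minus minimum fluorescence over baseline after thallium stimulus; more negative B-score means stronger Kir2.1 block with less thallium influx; some compounds called inactive have numbers as strong as hits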
The depositor's hits bear a star; i = inactive. The order is random; overall some 1.8% were active at least once.

Each structure is followed by: KCNQ2 inh | Kir21 inh
O=C(COC(=O)c1cc(=O)[nH]c2ccccc12)Nc1cccc(S(=O)(=O)N2CCOCC2)c1
  i | 2.3
COc1ccc(OC)c(/C=N/N(CCC#N)C2=NS(=O)(=O)c3ccccc32)c1
  i | 2.7
O=C(CN(Cc1ccco1)C(=O)c1ccc(Cl)cc1)Nc1c(Cl)cc(Cl)cc1Cl
  i | -1.1
NC1=NC(=O)/C(=C/c2ccccc2OS(=O)(=O)c2ccc3ccccc3c2)S1
  i | -1.7
CS(=O)(=O)N1CCN(c2ccc(NC(=O)COc3ccccc3)cc2)CC1
  i | 0.06
COc1cccc(OCc2cc(C(=O)N(C)CCC3CCCCO3)no2)c1 (stereo unspecified)
  i | -0.17
CCc1c(C)c2ccc(OCC(=O)NCC3CCC(C(=O)O)CC3)c(C)c2oc1=O (stereo unspecified)
  i | 0.67
Cc1cc(C)cc(C(=O)NCC(=O)OC(C)C(=O)N(C)c2ccccc2)c1 (stereo unspecified)
  i | -3.7
Cc1ccc(C(=O)N2CCCC(Nc3ccc(F)c(F)c3)C2)cn1 (stereo unspecified)
  i | -1.2
CCOc1ccccc1C(=O)N1CCN(c2ccc(C(F)(F)F)cn2)CC1
  i | -0.98
C=CCN(c1ccccc1)S(=O)(=O)c1cccc(C(=O)Nc2nnc(SCC)s2)c1
  i | 0.12
O=C(COc1ccc(Cl)cc1)Nc1cc(S(=O)(=O)N2CCCCC2)ccc1N1CCCCC1
  i | -0.28
COc1ccc(C(=O)CSc2nc(-c3ccccn3)nc(C)c2Cl)cc1
  i | 0.26
OC[C@H]1OC(O)[C@@H](O)[C@@H](O)[C@@H]1O (stereo partly specified)
  i | -1.3
COCCN(C(=O)C(C)C)c1nnc(-c2ccc(C)cc2)s1
  i | -2.1
CC(C)c1ccc(OCC(=O)NC2=NCCS2)cc1
  i | -0.21
O=C(Nc1ccccc1)OCc1ccccn1
  i | -1.5
CN(c1cccc(Cl)c1)S(=O)(=O)c1cccc(C(=O)Nc2ccc3c(c2)CCC3)c1
  i | -0.74
Cc1ccc(NC(/C=C/N(C)C)=C/C(=O)C(F)(F)F)c(C)c1
  i | 0.94
CCOc1cc(/C=N/NC(N)=O)cc(Br)c1OCC(=O)Nc1ccccc1C
  i | -1.6
CC1CCCCC1N(C)C1CCN(C(=O)CNC(=O)/C=C/c2cccc(Cl)c2)CC1 (stereo unspecified)
  i | 1.5
CC(c1n[nH]c(=S)n1-c1ccc(Cl)cc1)N(C)C (stereo unspecified)
  i | -1.7
CC(C)C(=O)Nc1ccc2c3c(cccc13)CC2
  i | 0.76
COc1ccccc1NS(=O)(=O)c1ccc(C(N)=O)cc1
  i | 0.82
CCCCOC(=O)CSC1=C(C#N)C(c2ccccc2OC)C(C#N)C(=O)N1 (stereo unspecified)
  i | 0.11
Cc1ccc(N=Cc2sc(O)c3ccccc23)c(C)c1
  i | 2.4
CC(C)(C)c1ccc(-n2ncc3c2CCCC3NC(=O)CN2CCCC2=O)cc1 (stereo unspecified)
  i | 1.1
CCn1c(O)c(/C=N/NC(=O)c2ccncc2)c(=O)n(CC)c1=S
  i | -0.12
COc1cc(CN(C)Cc2cccc3ccccc23)cc([N+](=O)[O-])c1O
  i | 1.8
Cc1ccc(S(=O)(=O)N(C)C)cc1NC(=O)COC(=O)Cc1n[nH]c(=O)c2ccccc12
  i | 1.6

The list continues.
Each structure is followed by: KCNQ2 inh | Kir21 inh
C[C@@H]1CCC(=O)N(C[C@@H](C)CSc2ccccc2)CC1
  i | -2.2
CCCCn1c(CNC(=O)C23CC4CC(CC(C4)C2)C3)nnc1SCC(=O)Nc1nnc(C)s1
  i | -0.46
Cc1ccc(NC(=O)CSc2nnc(Cc3ccccc3)c(=O)[nH]2)c(C)c1
  i | 0.06
CC(CNC(=O)c1ccc(C(C)(C)C)cc1)CN(C)C (stereo unspecified)
  i | 0.18
C#CCOCCOCCOCCNc1nc(N2CCN(C(=O)[C@H](CCCCN)n3cc([C@@H](N)C(C)CC)nn3)CC2)nc(N2CCN(C(=O)[C@H](Cc3cc4ccccc4[nH]3)n3cc([C@@H](N)CC(C)C)nn3)CC2)n1 (stereo partly specified)
  i | -0.15
O=C(CN1C(=O)NC2(CCCC2)C1=O)Nc1cccc(Cl)c1Cl
  i | -0.17
NC(=S)Nc1cccc(Cl)c1
  i | -0.82
O=C(NCc1cccs1)c1nc2c(nnn2Cc2ccc(F)cc2)c(=O)[nH]1
  i | -1.6
Cc1[nH]c2ccccc2c1C(c1ccccn1)N1CCC(C(N)=O)CC1 (stereo unspecified)
  i | -0.59
CSC(=NCCCN1CCOCC1)NS(=O)(=O)c1cccs1
  i | 0.07
COC(=O)c1cc(NC(=O)Cn2c(=O)oc3ccccc32)cc(C(=O)OC)c1
  i | 0.51
CCOC(=O)c1cc(CC)sc1NC(=O)CN1CCN(C(=O)C2CCCO2)CC1 (stereo unspecified)
  i | -1.1
CN(C)C(=S)Nc1ccc(Br)c(Cl)c1
  i | -0.5
CCc1ccc(NC(=O)C2CCN(S(C)(=O)=O)CC2)cc1
  i | 0.29
CCOC(=O)CCCn1c(C)nc(=O)c(-c2ccccc2)c1C
  i | -0.47
CCC(C(=O)Nc1nc(C)c(C)s1)c1ccccc1 (stereo unspecified)
  i | 0.98
O=C(COc1ncnc2ccccc12)N1CCN(S(=O)(=O)c2ccc(Cl)cc2)CC1
  i | -0.76
CCN(CC)C(=O)CSc1nnc(C2CCCCC2)o1
  i | 1.4
O=C(CSc1nnc(-c2ccc(OC(F)F)cc2)o1)NCc1cccs1
  i | -0.39
COC(=O)CNC(c1ccccc1)c1cc(Br)ccc1NS(=O)(=O)c1ccccc1 (stereo unspecified)
  i | -0.06
CC(=O)Nc1ccc(NC(=O)CC2CCCC2)cc1
  i | 0.34
COc1ccccc1C(=O)NCc1ccc2c(c1)OCO2
  i | 2.1
O=C(N1CCCCCC1)N1CCN(C(=O)N2CCOCC2)CC1
  i | 0.21
COc1cccc(C2C3=C(N=c4s/c(=C\c5ccc(OCC(=O)O)cc5)c(=O)n42)c2ccccc2CC3)c1 (stereo unspecified)
  i | 0.06
Cc1nc2ccc(NC(=S)NC3CCCCC3)cc2nc1C
  i | 1.1
O=C(CSc1ncn[nH]1)N1CCCCC1
  i | 1.4
COc1ccccc1NC(=O)Cc1noc(CSc2nnc(C)n2C)n1
  i | -1
O=C(CN(Cc1ccccc1)S(=O)(=O)c1ccccc1)N/N=C/c1ccccc1[N+](=O)[O-]
  i | 0.87
O=S(=O)(Cc1ccccc1)NCCc1ccc(F)cc1
  i | -0.8
CC(NC(=O)CN(c1cccc(C(F)(F)F)c1)S(C)(=O)=O)c1ccccc1 (stereo unspecified)
  i | -0.06

Remaining list, next part.
Each structure is followed by: KCNQ2 inh | Kir21 inh
CCOC(=O)c1[nH]cnc1C(=O)Nc1ccc(C)cc1
  i | -1.9
CCc1ccc(OCC(=O)N/N=C\c2ccco2)c([N+](=O)[O-])c1
  i | -0.37
N#CCC(=N)N1CCN(c2ccc(F)cc2)CC1
  i | 0.85
CCOC(=O)NC(=S)Nc1cccc(NC(=S)NC(=O)OCC)c1
  i | -1.1
CSc1sc(C(=O)NNC(C)=O)c2c1C1(CCC2)SCCS1
  i | -2.5
COC(=O)c1c(NC(=O)Cn2cc([N+](=O)[O-])cn2)sc2c1CCC2
  i | 0.57
COc1ccc(-c2cn3nc(SCC(=O)NCC4CCCO4)ccc3n2)cc1 (stereo unspecified)
  i | -0.4
NC(=O)c1ccc([N+](=O)[O-])cc1SCc1ccccc1
  i | -0.62
CC(=O)c1ccc(OCC(O)CN2CCOCC2)cc1 (stereo unspecified)
  i | 0.24
O=C(Nc1cccc(S(=O)(=O)N2CCCCC2)c1)c1ccc2c(=O)n3c(nc2c1)CCCCC3
  i | 2
CC(=O)N1CCN(c2ccc(NCc3ccc4c(c3)OCO4)cc2)CC1
  i | -2
O=C(CC1SCCNC1=O)Nc1ccccc1Cl (stereo unspecified)
  i | -2.3
COc1ccc(CNC(=O)c2ccc(C)o2)cc1
  i | -0.17
Cc1ccccc1N=C1NC(=O)/C(=C/c2cccnc2)S1
  i | 0.87
COc1ccc(-c2cc(N)n(CCC#N)n2)c(OC)c1
  i | -0.67
COC(=O)N[C@H](CC(C)=O)c1ccccc1
  i | -0.55
O=C(CSc1nc(C2CC2)nc2c1cnn2-c1ccccc1)Nc1c[nH]c(=O)[nH]c1=O
  i | 1.1
CCC1(CC)NC(=O)N(CC(=O)OCC(=O)c2ccccc2OC)C1=O
  i | 0.09
O=C(CNC(=O)C1CCCCC1)Nc1ccc(Cl)cc1
  i | 0.34
Cc1ccc(/C=N/NC(=O)C[n+]2ccccc2)o1
  i | 0.2
COC(CNc1ncnc2c1cnn2C)OC
  i | 0.13
CCCOc1ccc(-c2c(C(=O)N/N=C/c3ccc(OCC)cc3)nnn2-c2nonc2N)cc1
  i | 0.62
O=C1C=C(O)CC(c2cccs2)C1 (stereo unspecified)
  i | -1.4
CC(C)(C)OC(=O)N1CCC[C@H]1c1nnc(SCc2ccc(Cl)cc2)o1
  i | -7.5*
Cc1ccc(-c2nc(CSCC(=O)NC3CCN(Cc4ccccc4)CC3)c(C)o2)cc1
  i | -4.8*
CC(=O)c1cccc(NC(=O)C2=CC(c3ccco3)=NS(=O)(=O)N2C)c1
  i | -0.01
CC(=O)CSc1nc(-c2ccccc2)c(-c2ccccc2)o1
  i | 0.75
Cc1ncc(C23CC4CC(CC(C4)C2)C3)[nH]1
  i | -0.17
Cc1ccccc1NC(=O)Cn1cnc2c(oc3nc4c(cc32)CCCC4)c1=O
  i | -0.21
COC(=O)c1ccccc1NC(=O)Cc1ccccc1OC
  i | -0.26

Shown with tabs: entries from further up.
SMILES	KCNQ2 inh	Kir21 inh
O=C(CSc1nc(C2CC2)nc2c1cnn2-c1ccccc1)Nc1c[nH]c(=O)[nH]c1=O	i	1.1
CCC1(CC)NC(=O)N(CC(=O)OCC(=O)c2ccccc2OC)C1=O	i	0.09
O=C(CNC(=O)C1CCCCC1)Nc1ccc(Cl)cc1	i	0.34
Cc1ccc(/C=N/NC(=O)C[n+]2ccccc2)o1	i	0.2

Next section
Each structure is followed by: KCNQ2 inh | Kir21 inh
COc1ccc(NC(=S)N(CCC(C)C)C(C)c2ccncc2)cc1 (stereo unspecified)
  i | -0.67
Cc1nc2ncnn2c(N2CCN(C(=O)c3cccc(F)c3)CC2)c1Cc1ccccc1
  i | -2
CCOC(=O)C1CCN(C(=O)c2ccccc2N(C)S(C)(=O)=O)CC1
  i | 0.09
COC(=O)c1ccc(-n2nnnc2SCC(=O)Nc2cc(OC)ccc2OC)cc1
  i | 1.5
CCC(=O)Nc1cccc(NC(=S)NC(=O)c2ccc(Cl)cc2Cl)c1
  i | -0.09
CC1(c2nnc(-c3ccc(Cl)cc3)o2)CC(c2cccc(Cl)c2)=NO1 (stereo unspecified)
  i | 1.5
CCN1CCN(c2nc(Nc3ccccc3)nc(N)c2[N+](=O)[O-])CC1
  i | 2.2
O=C(C1=C[C@H](c2ccccc2)C[C@H](OCc2ccc(CO)cc2)O1)N1CCN(Cc2ccccc2)CC1
  i | -0.41
COc1ccccc1N(C(=O)CCl)c1cn(C(C)=O)c2ccccc12
  i | -0.08
CC(=O)c1c(C)[nH]c(C(=O)NCc2ccccn2)c1C
  i | -0.26
CN(C)S(=O)(=O)c1cccc(C(=O)NC2CCCc3ccccc32)c1 (stereo unspecified)
  i | 0.21
O=C(CCNC(=O)c1ccccc1Cl)NCC(c1ccco1)N1CCCC1 (stereo unspecified)
  i | 0.46
Cc1occc1C(=O)N1CCCC(Nc2ccc(F)c(F)c2)C1 (stereo unspecified)
  i | -1.9
O=C(O)CCSCCC(=O)O
  i | -0.02
COc1ccc(OC)c(/C=N/NC(=O)Cn2ccnc2C)c1
  i | -0.55
O=C(c1ccccc1)c1nc2ccccc2n(CCCn2c(=O)c(C(=O)c3ccccc3)nc3ccccc32)c1=O
  -9* | -0.46
NC(=O)CSc1nnc(-c2ccccc2F)n1C1CC1
  i | -2.1
CCCOC(c1ccccc1)(c1ccccc1)C(Oc1nc(C)cc(C)n1)C(=O)O (stereo unspecified)
  i | 0.03
CCOCCn1ccc2c(OCC(=O)NCc3ccccc3)cccc2c1=O
  i | 0.84
Cc1noc(C(=O)N2CCN(Cc3ccc4c(c3)OCO4)CC2)c1Cl
  i | 0
COc1ccccc1OCCNc1cc(N2CCOCC2)ccc1[N+](=O)[O-]
  i | 0.19
COc1cccc(CN(C(=O)c2cc3ccccc3oc2=O)C2CC2)c1
  i | -0.52
CCOC(=O)C1CCCN(C(=O)c2sc3nc(-c4ccccc4)cn3c2C)C1 (stereo unspecified)
  i | -0.07
C=CCn1c(SCc2nc3ccccc3c(=O)[nH]2)nc2sc3c(c2c1=O)CCCC3
  i | -1.8
COc1ccc(C(=O)N(C)C2CCCN(Cc3ccccc3F)C2)cc1OC (stereo unspecified)
  i | 0.76
O=c1[nH]c(=O)n(C(c2ccccc2)c2ccccc2)cc1Br
  i | 1.2
CCCC1=C(C(=O)OCC)C(/C=C/c2ccccc2)n2ncnc2N1 (stereo unspecified)
  i | 0.07
CC(C)CCNC(=S)Nc1ccc(F)cc1
  i | 0.73
O=C(C1CC=CCC1)N1CCC(CO)(Cc2ccc(Cl)cc2)CC1 (stereo unspecified)
  i | 2.9

Shown as a hit in Kir21 inh, among the entries above:
Each structure is followed by: KCNQ2 inh | Kir21 inh
CC(C)(C)OC(=O)N1CCC[C@H]1c1nnc(SCc2ccc(Cl)cc2)o1
  i | -7.5*
Cc1ccc(-c2nc(CSCC(=O)NC3CCN(Cc4ccccc4)CC3)c(C)o2)cc1
  i | -4.8*
